LANA DNA inh: blocks KSHV LANA C-terminal domain binding to DNA | MBP-C-LANA/FAM-LBS DNA binding, fluorescence polarization | inhibition, % at 9 µM | 0.078% of 340,000 active | AID 504423;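 active means highest replicate inhibition at or above 60% at 9 µM, even if other replicates fall short; inactive means all replicates below 60% inhibition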;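 further: 0% = neutral control wells and 100% = 4 µM acridine orange control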
V-ATPase pHluor: regulators of yeast V-ATPase proton transport; AID 504577; response, % at 10 µM; S. cerevisiae, pHLuorin cytosolic pH fluorescence; 0.37% of 350,000 active; in the data active means response mostly above about 7.3%, no sharp cut-off; inactive means mostly below about 5.4%; further: actives read high; inactives centre near 0; some compounds called inactive have numbers as strong as hits; reference of the scale not given here
Cardiac RTF inh: cardiac RTF calcium desensitization; inhibition, % at 7.15 µM; IANBD-labeled cardiac RTF, Ca2+ fluorescence; 0.12% of 340,000 active; P19429+P45379;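 active means inhibition above the mean inhibition of all tested compounds plus 3 SD, cut at about 17% in these data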;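 further: assay run at fixed EC70 calcium of 1.6 mM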
MOR-DOR inv ag: inverse agonist of human OPRM1-OPRD1 heterodimerization | 0.21% of 340,000 active | cell-based MOR-DOR heterodimer luminescence, inverse agonism | inhibition, % at 9.3 µM; in the data active means inhibition above about 22%, passing the limit was not always enough;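 further: 0% = cells with DMSO and 100% = wells without cells with DMSO; values of inactives mirror those of a sister screen read the other way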
Target sequence (P35372 whole entry, looked up): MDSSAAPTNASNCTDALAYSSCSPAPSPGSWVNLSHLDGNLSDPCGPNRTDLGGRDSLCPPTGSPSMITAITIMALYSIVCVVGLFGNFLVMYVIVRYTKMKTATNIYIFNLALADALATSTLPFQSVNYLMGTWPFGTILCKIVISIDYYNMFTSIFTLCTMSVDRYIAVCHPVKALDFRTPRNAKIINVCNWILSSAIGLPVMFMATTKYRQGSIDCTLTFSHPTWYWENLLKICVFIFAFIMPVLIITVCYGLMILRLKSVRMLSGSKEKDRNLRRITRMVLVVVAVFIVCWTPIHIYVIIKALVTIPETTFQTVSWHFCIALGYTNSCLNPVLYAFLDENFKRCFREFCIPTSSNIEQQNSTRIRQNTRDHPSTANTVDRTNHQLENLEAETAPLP
Target sequence (P41143 whole entry, looked up): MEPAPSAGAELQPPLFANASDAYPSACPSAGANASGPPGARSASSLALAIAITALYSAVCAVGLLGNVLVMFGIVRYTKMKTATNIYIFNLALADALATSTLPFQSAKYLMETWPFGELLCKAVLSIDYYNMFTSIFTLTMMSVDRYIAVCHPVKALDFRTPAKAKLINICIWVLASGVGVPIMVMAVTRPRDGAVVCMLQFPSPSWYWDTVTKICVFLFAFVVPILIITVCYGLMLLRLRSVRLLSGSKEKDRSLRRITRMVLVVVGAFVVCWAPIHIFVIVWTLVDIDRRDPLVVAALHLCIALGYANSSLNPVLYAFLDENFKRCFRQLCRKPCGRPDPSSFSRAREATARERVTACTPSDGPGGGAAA
Keap1-Nrf2 PPI: inhibitors of human Keap1-Nrf2 protein-protein interaction | inhibition, % at 9.4 µM | Keap1 Kelch-Nrf2 peptide fluorescence polarization, 1536-well | 0.15% of 340,000 active | Q14145; in the data active means inhibition above about 12%;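 further: human Keap1 Kelch domain with fluorescein labeled Nrf2 9mer peptide probe; 0% = neutral control wells and 100% = peptide positive control; higher means more block of Keap1 binding to Nrf2 peptide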
cardiac RTF act: increases calcium sensitivity of human cardiac regulated thin filaments; P19429+P45379; IANBD-labeled TnC RTF fluorescence at EC20 calcium; 0% EC20 calcium, 100% full calcium; activation, % at 7.2 µM; 0.24% of 340,000 active; AID 493008;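 active means activation above the mean over all tested compounds plus 3 SD, cut at about 30% in these data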;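 further: rise in fluorescence read as greater calcium sensitivity of cardiac thin filaments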
Pemphigus Ab inh: inhibitors of pemphigus antibody binding to human desmoglein-3; P32926; binding (percent of control), % at 10 µM; DSG3-coupled beads, scFv-anti-DSG3-GFP binding, flow cytometry; hits give low values; AID 588358; 0.48% of 310,000 active;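 active means binding more than 3 SD below its plate's average and above zero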;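 further: hits lower antibody fragment binding to DSG3; some compounds called inactive have numbers as strong as hits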
Arr AP2 block: human beta-arrestin and AP2 interaction inhibition; FITC-arrestin peptide / GST-AP2 beads, flow cytometry; AP2 beta2 appendage carries R879A mutation; inhibition, % at 10 µM; 0.31% of 340,000 active; AID 504490;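 active means inhibition above a set limit, near 3 SD of compounds lacking own fluorescence, cut at about 54% in these data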;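 further: plate controls were DMSO wells for no effect and 5 µM unlabelled arrestin peptide for full effect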
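Assay system: GST-AP2 R879A bound to glutathione beads, E. coli-expressed; Medium: PBS with 0.05% Tween 20 and 0.1% BSA; Also added: fluorescein-tagged arrestin peptide at 50 nM final; Timing: 12 min plus 1 h, RT; Measured by: flow cytometry, FL1 (488/535 nm); Evaluation: percent drop in bead-associated FITC signal.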
Wnt bcat act: Wnt/beta-catenin pathway activation. activation, % at 9.35 µM. Wnt/beta-catenin reporter cell assay, activator, plate reader. AID 743398. 1.2% of 300,000 active; in the data active means activation above about 30%, passing the limit was not always enough;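 further: 0% = neutral control wells and 100% = positive control wells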
MOR-DOR ag: agonists of human mu-delta opioid receptor heterodimerization. P35372+P41143. cells, OPRM1-OPRD1 heterodimerization, luminescence. activation, % at 9.3 µM. 0.3% of 340,000 active. AID 504326; in the data active means activation above about 18%;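 further: 0% = vehicle-treated cells and 100% = reference agonist; values of inactives mirror those of a sister screen read the other way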
* marks the source's active call; other numbers are inactive results.

Results for CC(=O)NCCCc1c[nH]c2ccc(Cl)cc12 ?
LANA DNA inh: 1.8; V-ATPase pHluor: -1.9; Cardiac RTF inh: -16.1; MOR-DOR inv ag: 2.1; Keap1-Nrf2 PPI: 3.5; cardiac RTF act: 4.4; Pemphigus Ab inh: 100.3; Arr AP2 block: 5.5; Wnt bcat act: 6.5; MOR-DOR ag: -0.4

Results for O=C1c2ccccc2S(=O)(=O)c2cc(C(=O)N3CCN(c4ncccn4)CC3)ccc21 ?
LANA DNA inh: -0.1; V-ATPase pHluor: 1.6; Cardiac RTF inh: -17.4; MOR-DOR inv ag: 8.9; Keap1-Nrf2 PPI: -6.5; cardiac RTF act: -3.5; Pemphigus Ab inh: 103.0; Arr AP2 block: -26.1; Wnt bcat act: 1.5; MOR-DOR ag: -1.6

How did CCC[C@@H]1CCCO[C@@](C(=O)NCc2ccc(S(C)(=O)=O)cc2)(C(F)(F)F)C1 do in these assays?
LANA DNA inh: 0.1; V-ATPase pHluor: 1.2; Cardiac RTF inh: -11.6; MOR-DOR inv ag: -9.5; Keap1-Nrf2 PPI: -0.8; cardiac RTF act: -8.1; Pemphigus Ab inh: 96.6; Arr AP2 block: -1.7; Wnt bcat act: -0.2; MOR-DOR ag: 1.6

What do the screens show for `CN(C(=O)Nc1cccc(C(F)(F)F)c1)C1CCCCC1`?
LANA DNA inh: 0.4; V-ATPase pHluor: -4.3; Cardiac RTF inh: -1.0; MOR-DOR inv ag: 5.7; Keap1-Nrf2 PPI: -1.0; cardiac RTF act: 0.1; Pemphigus Ab inh: 112.0; Arr AP2 block: -1.3; Wnt bcat act: 17.8; MOR-DOR ag: -1.1

What do the screens show for `O=C(NCC1CCCO1)C(=O)NCC(c1ccco1)N1CCN(c2ccccc2F)CC1` (stereo not drawn)?
LANA DNA inh: -3.5; V-ATPase pHluor: 3.2; Cardiac RTF inh: -5.3; MOR-DOR inv ag: 7.6; Keap1-Nrf2 PPI: -6.5; cardiac RTF act: 3.0; Pemphigus Ab inh: 98.3; Arr AP2 block: -5.6; Wnt bcat act: -5.8; MOR-DOR ag: -1.3

How did CCn1c(CNc2ccc(OC)cc2)nnc1SCC(=O)N1CCCc2ccccc21 do in these assays?
LANA DNA inh: 0.1; V-ATPase pHluor: 3.3; Cardiac RTF inh: -20.1; MOR-DOR inv ag: 14.8; Keap1-Nrf2 PPI: -2.5; cardiac RTF act: 7.9; Pemphigus Ab inh: 97.1; Arr AP2 block: 9.6; Wnt bcat act: 8.9; MOR-DOR ag: -2.7

How did Cc1ccc(OCC(=O)Nc2ccc([N+](=O)[O-])cn2)cc1C do in these assays?
LANA DNA inh: -0.7; V-ATPase pHluor: 0.8; Cardiac RTF inh: 0.1; MOR-DOR inv ag: -11.8; Keap1-Nrf2 PPI: -2.5; cardiac RTF act: -2.9; Pemphigus Ab inh: 102.9; Arr AP2 block: 20.0; MOR-DOR ag: 2.1

What do the screens show for `CCn1c(C)[n+](CC)c2ccc(C(=O)N(C)c3ccccc3)cc21`?
LANA DNA inh: -1.9; V-ATPase pHluor: 4.5; Cardiac RTF inh: -4.0; MOR-DOR inv ag: 1.3; Keap1-Nrf2 PPI: 0.7; cardiac RTF act: -0.5; Pemphigus Ab inh: 109.8; Arr AP2 block: -9.4; Wnt bcat act: -0.7; MOR-DOR ag: -0.2

What do the screens show for `O=C(COc1ccc2c3c(c(=O)oc2c1)CCCC3)NCCN1CCOCC1`?
LANA DNA inh: -0.5; V-ATPase pHluor: 7.2; Cardiac RTF inh: 3.3; MOR-DOR inv ag: 15.6; Keap1-Nrf2 PPI: -5.8; cardiac RTF act: -5.1; Pemphigus Ab inh: 105.1; Arr AP2 block: -8.7; MOR-DOR ag: -3.0

Results for Cc1ccc2nc(N3CCOCC3)c3nncn3c2c1 ?
LANA DNA inh: 0.6; V-ATPase pHluor: -1.6; Cardiac RTF inh: -1.7; MOR-DOR inv ag: 3.7; Keap1-Nrf2 PPI: 3.3; cardiac RTF act: -2.5; Pemphigus Ab inh: 102.9; Arr AP2 block: 2.5; Wnt bcat act: 1.7; MOR-DOR ag: -0.7

Results for Cc1cc(C)n2nc(C(=O)Nc3cc(S(=O)(=O)N4CCCCC4)ccc3C)nc2n1 ?
LANA DNA inh: -0.1; V-ATPase pHluor: -2.2; Cardiac RTF inh: 3.8; MOR-DOR inv ag: 3.9; Keap1-Nrf2 PPI: 2.1; cardiac RTF act: -1.6; Arr AP2 block: 32.4; Wnt bcat act: 0.9; MOR-DOR ag: -1.0

What do the screens show for `Cc1cccc(NC(=O)c2ccc(CN3CCN(Cc4ccccc4)CC3)cc2)c1`?
LANA DNA inh: -1.4; V-ATPase pHluor: 1.9; Cardiac RTF inh: -0.1; MOR-DOR inv ag: -4.7; Keap1-Nrf2 PPI: -0.2; cardiac RTF act: 9.0; Pemphigus Ab inh: 97.4; Arr AP2 block: 2.6; Wnt bcat act: -0.4; MOR-DOR ag: 0.9

What do the screens show for `CCOc1ccc(C(C(=O)NC2CCCC2)N(C(=O)CNC(=O)c2ccco2)c2cccnc2)cc1` (stereo not drawn)?
LANA DNA inh: -1.4; V-ATPase pHluor: -0.9; Cardiac RTF inh: -0.7; MOR-DOR inv ag: 12.7; Keap1-Nrf2 PPI: -4.7; cardiac RTF act: 2.8; Pemphigus Ab inh: 95.6; Arr AP2 block: 6.8; Wnt bcat act: 1.5; MOR-DOR ag: -2.0

How did O=C(C=Cc1ccccc1)NCCNC(=O)C=Cc1ccccc1 do in these assays?
LANA DNA inh: 0.0; V-ATPase pHluor: 2.7; Cardiac RTF inh: -10.3; MOR-DOR inv ag: 0.9; Keap1-Nrf2 PPI: -1.7; cardiac RTF act: -1.1; Pemphigus Ab inh: 89.0; Arr AP2 block: 2.7; Wnt bcat act: -6.7; MOR-DOR ag: -0.2

What do the screens show for `COc1ccc2c(c1)C(NC(C)=O)C(=O)N2CCc1ccccc1` (stereo not drawn)?
LANA DNA inh: 1.5; V-ATPase pHluor: 4.1; Cardiac RTF inh: -4.3; MOR-DOR inv ag: 10.9; Keap1-Nrf2 PPI: -0.1; cardiac RTF act: -3.5; Pemphigus Ab inh: 111.3; Arr AP2 block: -6.7; Wnt bcat act: 1.0; MOR-DOR ag: -2.3

Results for CC1(c2ccc(Cl)cc2)NC(=O)N(CC(=O)Nc2ccc(N3CCCCC3)cc2)C1=O (stereo not drawn) ?
LANA DNA inh: -0.8; V-ATPase pHluor: -1.2; Cardiac RTF inh: -29.2; MOR-DOR inv ag: -12.0; Keap1-Nrf2 PPI: -1.2; cardiac RTF act: -16.7; Pemphigus Ab inh: 100.5; Arr AP2 block: 5.9; Wnt bcat act: -3.4; MOR-DOR ag: 2.5

How did O=C(Cc1c(F)cccc1Cl)c1ccc(O)cc1O do in these assays?
LANA DNA inh: 5.7; V-ATPase pHluor: -0.8; Cardiac RTF inh: -7.5; MOR-DOR inv ag: -18.2; Keap1-Nrf2 PPI: 2.0; cardiac RTF act: -5.4; Pemphigus Ab inh: 99.0; Arr AP2 block: -0.8; MOR-DOR ag: 3.2

Results for OCCC1CN(Cc2cc(F)ccc2F)CCN1CCCc1ccccc1 (stereo not drawn) ?
LANA DNA inh: -1.1; V-ATPase pHluor: 6.5; Cardiac RTF inh: -0.3; MOR-DOR inv ag: -7.1; Keap1-Nrf2 PPI: 2.4; cardiac RTF act: -2.2; Pemphigus Ab inh: 102.9; Arr AP2 block: 47.3; Wnt bcat act: 0.2; MOR-DOR ag: 1.5

How did Cc1ccccc1N(C(=O)Cn1nnc(-c2cccs2)n1)C(C(=O)NCCC(C)C)c1ccco1 (stereo not drawn) do in these assays?
LANA DNA inh: -0.6; V-ATPase pHluor: -1.4; Cardiac RTF inh: 8.1; MOR-DOR inv ag: 14.6; Keap1-Nrf2 PPI: -4.7; cardiac RTF act: -7.6; Pemphigus Ab inh: 101.5; Arr AP2 block: -1.5; MOR-DOR ag: -2.7

Results for O=C(Nc1ccccc1)OCN1C(=O)c2ccccc2C1=O ?
LANA DNA inh: 0.9; V-ATPase pHluor: 5.5; Cardiac RTF inh: -2.4; MOR-DOR inv ag: 5.5; Keap1-Nrf2 PPI: 3.5; cardiac RTF act: 6.8; Pemphigus Ab inh: 103.3; Arr AP2 block: 4.3; Wnt bcat act: 2.2; MOR-DOR ag: -1.0

Results for Cc1nnc(SCC(=O)N/N=C/c2cc(Cl)c(O)c(Cl)c2)s1 ?
LANA DNA inh: -1.3; V-ATPase pHluor: -2.4; Cardiac RTF inh: -9.7; MOR-DOR inv ag: 3.5; Keap1-Nrf2 PPI: 0.5; cardiac RTF act: -2.8; Pemphigus Ab inh: 99.2; Arr AP2 block: 9.5; MOR-DOR ag: -0.7

What do the screens show for `CN(CC(=O)Nc1ccc(F)cc1)C(=O)CN1C(=O)NC2(CCCc3ccccc32)C1=O` (stereo not drawn)?
LANA DNA inh: 1.3; V-ATPase pHluor: -2.2; Cardiac RTF inh: -2.1; MOR-DOR inv ag: 10.5; Keap1-Nrf2 PPI: -5.2; cardiac RTF act: 2.9; Pemphigus Ab inh: 102.2; Arr AP2 block: -2.0; Wnt bcat act: 4.8; MOR-DOR ag: -1.9

What do the screens show for `COc1cc(CNC(=O)CCn2nc(C)c3c(C)n(-c4ccccc4)nc3c2=O)cc(OC)c1OC`?
LANA DNA inh: 1.1; V-ATPase pHluor: -3.3; Cardiac RTF inh: -9.6; MOR-DOR inv ag: 13.6; Keap1-Nrf2 PPI: 1.3; cardiac RTF act: 1.1; Pemphigus Ab inh: 86.9; Arr AP2 block: -9.7; Wnt bcat act: 0.5; MOR-DOR ag: -2.7

How did CCOC(=O)N1CCN(C2=NC3(CCCCC3)C(C#N)C(=O)N2)CC1 (stereo not drawn) do in these assays?
LANA DNA inh: 0.5; V-ATPase pHluor: -2.5; Cardiac RTF inh: 0.7; MOR-DOR inv ag: 8.8; Keap1-Nrf2 PPI: -7.8; cardiac RTF act: -2.3; Pemphigus Ab inh: 90.5; Arr AP2 block: 31.7; MOR-DOR ag: -1.7

What do the screens show for `CCN(CC)CCCN(CC(=O)N(C)Cc1ccccc1)C(=O)c1ccc([N+](=O)[O-])cc1`?
LANA DNA inh: 0.2; V-ATPase pHluor: 6.0; Cardiac RTF inh: -2.5; MOR-DOR inv ag: -2.6; Keap1-Nrf2 PPI: -4.2; cardiac RTF act: 2.0; Pemphigus Ab inh: 117.9; Arr AP2 block: 25.6; Wnt bcat act: 0.9; MOR-DOR ag: 0.5

Fetched one by one from the list above (two):
What do the screens show for `CCN(CC)CCCN(CC(=O)N(C)Cc1ccccc1)C(=O)c1ccc([N+](=O)[O-])cc1`?
LANA DNA inh: 0.2; V-ATPase pHluor: 6.0; Cardiac RTF inh: -2.5; MOR-DOR inv ag: -2.6; Keap1-Nrf2 PPI: -4.2; cardiac RTF act: 2.0; Pemphigus Ab inh: 117.9; Arr AP2 block: 25.6; Wnt bcat act: 0.9; MOR-DOR ag: 0.5

Results for Cc1cc(C)n2nc(C(=O)Nc3cc(S(=O)(=O)N4CCCCC4)ccc3C)nc2n1 ?
LANA DNA inh: -0.1; V-ATPase pHluor: -2.2; Cardiac RTF inh: 3.8; MOR-DOR inv ag: 3.9; Keap1-Nrf2 PPI: 2.1; cardiac RTF act: -1.6; Arr AP2 block: 32.4; Wnt bcat act: 0.9; MOR-DOR ag: -1.0
